Screening results from PubChem.
KCC2 mod: KCC2 (human) Cl- transport modulation. KCC2 cells, thallium flux FluoZin-2 fluorescence. B-score of Tl+ flux slope (higher = more flux/activation; lower = inhibition) at 10 µM. 2.2% of 190,000 active. AID 1456;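 active = thallium flux slope and its plate-corrected score both differing from the plate sample mean at a set confidence after two filtering rounds, in either direction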;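 also: slope of fluorescence scaled to starting intensity during 10 to 20 s after thallium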
FXIa inh: factor XIa (human) inhibition. purified FXIa, Boc-Glu-Ala-Arg-AMC fluorogenic substrate. 0.14% of 220,000 active. inhibition, % at 5 µM. AID 798;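 active = inhibition of at least 40%; inactive = inhibition below 40%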;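 also: fluorescence of freed AMC excited at 355 nm; 0% = enzyme without compound and 100% = no enzyme blank; many of its hits are not listed in these tables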
Wee1 degr inh: inhibitors of human Wee1 degradation | P30291 | HeLa Luc-Wee1K328M stability, luciferase luminescence; 100% = proteasome inhibitor MG132 effect | reporter increase, % at 5 µM | 1.2% of 220,000 active;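 active = activation above the mean of all tested compounds plus 3 SD, set per screening run, cut at about 8.8% in these data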;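 also: cells exposed to compound for 20 h before luminescence read; 0% = DMSO alone and 100% = MG132 at 30 µM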
FXIIa inh: inhibitors of human coagulation factor XIIa. purified FXIIa, Boc-QGR-AMC fluorogenic substrate, 2 h. inhibition, % at 5 µM. 0.3% of 220,000 active; in the data active = inhibition above about 40%;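 also: 0% = enzyme with no compound and 100% = blank without enzyme; many of its hits are not listed in these tables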
Target sequence (P00748 20-372 limits assumed): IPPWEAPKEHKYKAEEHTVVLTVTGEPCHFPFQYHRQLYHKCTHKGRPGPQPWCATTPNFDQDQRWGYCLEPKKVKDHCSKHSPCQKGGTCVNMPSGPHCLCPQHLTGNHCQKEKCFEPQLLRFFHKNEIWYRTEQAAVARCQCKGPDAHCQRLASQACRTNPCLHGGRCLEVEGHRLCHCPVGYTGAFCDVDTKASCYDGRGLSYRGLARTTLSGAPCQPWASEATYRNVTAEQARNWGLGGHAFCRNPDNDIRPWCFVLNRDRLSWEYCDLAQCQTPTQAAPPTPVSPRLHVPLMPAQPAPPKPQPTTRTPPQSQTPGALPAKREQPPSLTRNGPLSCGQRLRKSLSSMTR
Target sequence (P00748 373-615 limits assumed): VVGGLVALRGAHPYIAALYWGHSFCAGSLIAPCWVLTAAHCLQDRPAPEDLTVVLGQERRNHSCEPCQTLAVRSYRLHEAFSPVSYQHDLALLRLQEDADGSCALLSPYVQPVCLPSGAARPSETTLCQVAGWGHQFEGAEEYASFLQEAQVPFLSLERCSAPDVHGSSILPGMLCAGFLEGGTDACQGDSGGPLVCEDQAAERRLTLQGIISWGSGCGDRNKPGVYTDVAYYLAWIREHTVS
PERK inh: blocks human PERK kinase; Q9NZJ5; CHO PERK-DD fusion, SEAP luminescence translation reporter; inhibition, % at 5.6 µM; 0.17% of 220,000 active;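 active = inhibition above the mean inhibition of all tested compounds plus 3 SD, set separately per screening campaign, cut at about 2.9% in these data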;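 also: PERK kinase domain activated by AP20187 dimerizer at 100 nM; 0% = DMSO with dimerizer and 100% = rapamycin at 8.4 µM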
KLK5 inh: kallikrein 5 (human) inhibition. 0.59% of 210,000 active. Q9Y337. recombinant hK5, fluorogenic AMC substrate cleavage. inhibition, % at 5 µM;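 active = inhibition of 40% or more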;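 also: 0% = enzyme controls without compound and 100% = no-enzyme blanks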
Target sequence (Q9Y337 67-293 limits assumed): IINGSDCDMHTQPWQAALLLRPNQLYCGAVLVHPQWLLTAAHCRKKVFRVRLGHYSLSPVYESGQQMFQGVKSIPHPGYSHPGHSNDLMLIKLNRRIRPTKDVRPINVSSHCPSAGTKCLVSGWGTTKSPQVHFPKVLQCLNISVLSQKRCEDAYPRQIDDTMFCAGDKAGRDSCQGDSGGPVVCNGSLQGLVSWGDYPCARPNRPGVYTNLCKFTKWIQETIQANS
Thrombin inh: inhibitors of human thrombin | 0.26% of 220,000 active | alpha-thrombin, Boc-VPR-AMC fluorogenic substrate cleavage | AID 1046 | P00734 | inhibition, % at 5 µM;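 active = inhibition at or above 40%; inactive = inhibition below 40%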;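 also: 0% = enzyme with no compound and 100% = wells without enzyme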
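System – human alpha-thrombin · Medium – pH 7.5 Tris (50 mM) with NaCl 150 mM, Tween 20 0.05% · Compound – single-point dosing at 5 µM, 0.2% DMSO · Incubation – enzyme reaction carried out at room temperature · Technique – fluorescence of released AMC, ex 355 nm, em 460 nm · Read-out basis – % inhibition of thrombin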
p97 inhibitor: blocks human p97 ATPase activity | P55072 | recombinant p97 ATPase, Kinase-Glo ATP luminescence, 3 h | inhibition, % at 8 µM | 0.42% of 220,000 active; in the data active = inhibition above about 15%;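 also: 0% = DMSO vehicle and 100% = wells lacking enzyme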
Furin inh: human furin inhibition; P09958; purified furin, fluorogenic substrate cleavage; inhibition, % at 30 µM; 0.061% of 220,000 active; in the data active = inhibition above about 25%; also: inactives centre near -15
An asterisk follows results filed as active; i = inactive; . = not tested or not shown; [ ] = remark or other dose. Some of the compounds tested; count on the stated rates, not on these rows.

no.	SMILES	FXIa inh	KLK5 inh	Thrombin inh	Furin inh	FXIIa inh	Wee1 degr inh	PERK inh	KCC2 mod	p97 inhibitor
1	O=C(COc1ccc(Cl)cc1Cl)N1CCN(C/C=C/c2ccccc2)CC1	-8	2	-2	-20[20 µM]	5	2	-1.7	-6.8*	-4
2	CCOC(=O)c1sc(N=Nc2c(O)[nH]c(=O)[nH]c2=O)c(C(=O)OCC)c1C	-7	2	12	7	-1	-3	-0.6	-0.14	2
3	CCOc1ccc(N=C2SCCCN2C)cc1	5	0	3	-1[20 µM]	15	0	1.1	-0.43	2
4	CC(C)N1CCC2(CC1)NC(CO)(CO)CO2	20	2	0	-19	29	3	-1.5	0.69	-11
5	COc1ccc(CCn2c(O)c(C=NC3CC3)c(=O)[nH]c2=O)cc1OC	-6	-8	-6	-8	3	-1	-0.5	-0.045	-1
6	O=C1NC(=O)N(c2ccccc2)C(=O)/C1=C/c1ccoc1	1	-2	-6	-4	4	2	0.2	-0.44	3
7	O=c1cc(CN2CC=C(c3ccccc3)CC2)c2c(ccc3ccccc32)o1	4	-27	-6	-34	4	1	0.1	-0.4	9
8	O=C1CC(N2CC=C(c3ccccc3)CC2)C(=O)N1c1ccc(F)cc1 (stereo unspecified)	5	-11	2	-18	16	0	0.6	-1.2	5
9	CN(C)C(=O)Oc1cccc(OCc2n(C)c3ccccc3[n+]2C)c1	3	-17	-9	-5	15	0	0.3	0.26	-2
10	COc1cc(OC)cc(-n2nc(C(=O)N3CCC4(CC3)OCCO4)c3ccccc3c2=O)c1	2	15	1	-14	6	-1	-0.9	0.12	2
11	Cc1nc2ccccn2c1P(=S)(N1CCCCC1)N1CCCCC1	-2	-29	-17	-11[20 µM]	6	2	-0.6	0.089	-7
12	Cc1cc(/C=C2\C(=O)NC(=O)N(Cc3ccco3)C2=O)c(C)n1-c1ccc(O)cc1	-1	-2	1	-16	7	-1	-0.2	-0.41	6
13	Clc1ccc(-c2nc3ccc(Cl)cn3c2CN2CCOCC2)cc1	1	-22	-4	-14[20 µM]	13	-3	-0.8	0.19	-2
14	Cc1cc(OC(=O)N(C)C)nc(SCc2c(Cl)cccc2Cl)n1	3	0	-3	-7	8	2	-0.2	-0.24	-4
15	Cc1cc(C=C2C(=O)NC(=O)NC2=O)c(C)n1-c1cccnc1	0	-1	-1	-8	5	0	1.2	-0.29	3
16	COC12C(COC(N)=O)C3=C(C(=O)C(C)=C(N)C3=O)N1CC1C2N1C (stereo unspecified)	2	1	-3	-1	7	1	0.1	0.18	0
17	C(#CCN1CCCCC1)COCc1ccccc1	-1	1	-2	-19	3	-2	1.3	0.79	11
18	CCCC(C)C1C(C#N)=C(N)Oc2c1c(=O)oc1ccccc21 (stereo unspecified)	16	68*	10	-24[20 µM]	26	2	-0.1	-0.011	3
19	CNc1cc(Cl)c2nonc2c1[N+](=O)[O-]	-4	0	-6	-4	.	2	0.2	-4.6*	-1
20	CCN1C(=O)NC(=O)/C(=C\c2ccc(N3CCOCC3)cc2OC)C1=O	1	-2	6	6[20 µM]	14	1	1.6	-0.094	3
21	N#CC(C#N)=Cc1ccc(-c2ccccc2F)o1	5	-10	-5	-21	5	-3	0.8	i	2
22	COc1ccc(CN2C(=O)NC(=O)/C(=C/c3ccc([N+](=O)[O-])s3)C2=O)cc1	-15	21	-11	-8	0	-3	0.5	-0.75	9
23	COc1ccc(CNCC(=O)N2CCC3(CC2)OCCO3)cc1	0	-23	0	-10	4	0	0.6	0.39	7
24	O=C(CCNS(=O)(=O)c1ccccc1)Nc1ccc(Cl)cc1C(=O)c1ccccc1	11	-5	3	-12	7	0	-0.4	-1	2
25	Cc1c(N=Cc2c(O)n(Cc3ccco3)c(=O)[nH]c2=O)c(=O)n(-c2ccccc2)n1C	-3	-5	-6	-23[20 µM]	0	0	0.8	0.015	6
26	C=CCn1c(O)c(C(C)=NCC2CCCO2)c(=O)[nH]c1=O (stereo unspecified)	-6	-3	1	-24	15	0	0.3	-0.64	-3
27	O=C1NC(=O)C(=Cc2cc([N+](=O)[O-])ccc2N2CCCCC2)C(=O)N1	-6	-14	-2	2	0	3	-0.6	0.28	-1
28	CCc1nnc(NS(=O)(=O)c2ccc(N=Cc3c(O)n(-c4ccc(Cl)cc4)c(=O)[nH]c3=O)cc2)s1	-5	-6	-3	-17	2	-1	0.7	0.31	7
29	COc1ccc(C(C)=O)cc1CC(C(=O)c1ccc(Br)cc1)N(C)C (stereo unspecified)	22	-16	-6	-12	22	0	-0.8	0.025	4
30	Cc1ccc2c(c1)C1CN(C)CCC1N2C(=O)c1cn(-c2ccccc2)nc1-c1ccccc1 (stereo unspecified)	-6	-5	80*	-24	8	1	-0.9	-0.42	-2

Ordered by length of the SMILES (falling): some entries from above.
no.	SMILES	FXIa inh	KLK5 inh	Thrombin inh	Furin inh	FXIIa inh	Wee1 degr inh	PERK inh	KCC2 mod	p97 inhibitor
8	O=C1CC(N2CC=C(c3ccccc3)CC2)C(=O)N1c1ccc(F)cc1 (stereo unspecified)	5	-11	2	-18	16	0	0.6	-1.2	5
9	CN(C)C(=O)Oc1cccc(OCc2n(C)c3ccccc3[n+]2C)c1	3	-17	-9	-5	15	0	0.3	0.26	-2
18	CCCC(C)C1C(C#N)=C(N)Oc2c1c(=O)oc1ccccc21 (stereo unspecified)	16	68*	10	-24[20 µM]	26	2	-0.1	-0.011	3

Later entries.
no.	SMILES	FXIa inh	KLK5 inh	Thrombin inh	Furin inh	FXIIa inh	Wee1 degr inh	PERK inh	KCC2 mod	p97 inhibitor
31	Cn1c(O)c(N=Nc2cccc(S(=O)(=O)N3CCOCC3)c2)c(=O)n(C)c1=O	2	-4	5	-19	5	-2	0.9	0.51	3
32	Cn1c(O)c(C(=NCCc2c[nH]c3ccccc23)c2ccccc2)c(=O)n(C)c1=O	-2	-5	10	-19	10	-2	0.7	-2.9	4
33	COc1ccc2nc(NC3=NCCN3)sc2c1	7	-12	-2	-13	15	2	0.5	1.2	2
34	ClCCNc1nc2ccc(Cl)cc2[nH]1	-6	-12	-4	-17[20 µM]	-1	-1	1.8	-0.59	4
35	COc1ccc(C(=O)c2nc3ccccc3n2C(C)C)cc1	2	-2	5	7	11	-2	-0.1	i	-6
36	O=C(Cc1ccccc1)N1CCN(Cc2c[nH]c3ccccc23)CC1	2	0	-1	3	8	-2	0.1	.	4
37	C=CCN1C(=O)NC(=O)/C(=C/c2cccn2C)C1=O	0	-2	0	1	11	-2	1.4	.	-1
38	O=c1[nH]c(=O)n(CCC2=CCCCC2)c(O)c1C=NCCN1CCNCC1	-1	-5	3	-11	11	-3	-0.1	.	4
39	CCCc1c(C)nc(SCC(=O)C(C)(C)C)nc1OC(=O)N(C)C	2	-3	-4	-13	7	-2	-0.5	.	3
40	CN1C[C@H](CO)C=C2c3cccc4[nH]cc(c34)C[C@H]21	6	9	-2	-41	10	-2	0.2	-0.023	2
41	COC(=O)C1CN(C#N)N(c2ccc(Cl)cc2)C12c1ccccc1-c1ccccc12 (stereo unspecified)	20	1	-1	-9[20 µM]	24	3	-1.2	-0.054	4
42	COc1cc2c(cc1OC)C(C(=O)N(C)C1CCCCC1)C1CCCCN1C2=O (stereo unspecified)	-3	-21	-9	-22	-3	5	-0.3	0.98	3
43	BrCC1C[n+]2c(SCc3ccccc3)nc3sc4c(c3c2O1)CCCC4 (stereo unspecified)	2	1	-1	3	10	-2	-0.9	-2	-7
44	CC(C)c1cccc(C(C)C)c1OCCn1ccnc1	-10	6	-5	-11	-7	-1	0.8	.	-1
45	O=C1NC(=O)N(C2CCCCC2)C(=O)C1C1c2ccccc2C(=O)N1Cc1ccccc1 (stereo unspecified)	-13	-10	-6	-34	-2	1	0.9	0.76	6
46	C=CCN1C(=O)/C(=C/c2ccc3c(c2)CCCN3CCC)C(=O)NC1=S	-2	-1	-1	-17	8	0	0.3	0.9	4
47	Cc1cc(C)cc(NC(=S)NC2CC3CCCC(C2)N3Cc2cccs2)c1 (stereo unspecified)	9	7	5	-16[20 µM]	20	-2	-0.1	0.08	1
48	COC(=O)c1ccc(CN2CCN(Cc3ccccc3)CC2)cc1	-3	6	-2	-31	-4	-1	0.6	-0.17	0
49	COc1cc2c(cc1O)C[C@H]1NCCc3cc4c(c-2c31)OCO4	1	-12	-1	-16	9	-3	-0.5	-0.33	5
50	COc1cc(C(c2c(O)c3ccccc3oc2=O)c2c(C)n(C)n(-c3ccccc3)c2=O)ccc1O (stereo unspecified)	5	-15	-6	-16	10	4	1.3	0.36	5
51	CN1C(=O)C(=Cc2ccccc2Oc2ccc(Cl)c(F)c2)C(=O)N(C)C1=O	8	-24	3	-4[20 µM]	14	-1	1.2	-0.18	4
52	CCN1CCN(S(=O)(=O)c2ccc(Cl)nc2)CC1	12	3	3	-23[20 µM]	38	-1	0.4	.	-3
53	Cc1ccc(/C=C2\C(=O)NC(=O)N(CCc3ccc(F)cc3)C2=O)o1	-6	-9	-9	-16	-2	0	0.6	0.88	1
54	CCOC(=O)COc1ccc2c(c1)c(C(C)=O)c(C)n2Cc1ccccc1	-2	4	-17	-19	5	0	0.4	-1.6	-6
55	O=c1cc(C(F)(F)F)c2cc3c4c(c2o1)CCCN4CCC3	-1	-19	5	-5[20 µM]	12	0	-0.4	i	-6
56	Cc1ccc(N2C(=O)/C(=C/c3ccc(CN(CCC#N)S(C)(=O)=O)o3)C(=O)NC2=S)cc1	5	-39	6	-6[20 µM]	18	0	1.4	1.3	2
57	CCOC(=O)C(O)(c1ccc(NC(=O)c2ccco2)c(OC)c1)C(F)(F)F (stereo unspecified)	26	-18	-7	-13	-2	-1	0.3	-0.2	1
58	COc1ccc(C)cc1NC1=NCCCS1	-5	-5	-14	-23	3	-2	0.5	-0.75	-3
59	O=C1Nc2ccccc2Sc2ccccc21	0	-7	-5	-17	6	4	0.3	-0.67	3
60	CCOC(=O)C(NC(=O)CCl)(Nc1ccc(C(O)(C(=O)OCC)C(F)(F)F)cc1)C(F)(F)F (stereo unspecified)	5	-21	-1	-30	9	-2	1.6	0.7	2
61	CCCCn1c(O)c(C(C)=NC(Cc2c[nH]c3ccccc23)C(=O)OC)c(=O)[nH]c1=O (stereo unspecified)	-2	-3	-9	-26[20 µM]	-5	1	-0.1	-0.21	-2
